Compound activity deposited in PubChem by several laboratories.
NCOA1 inh – inhibitors of human steroid receptor coactivator 1 (SRC1); 360,000 tested, 0.12% active; Q15788; inhibition, % at 3.6 µM; HEK293 GAL4-SRC1 luciferase reporter, luminescence;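 active = inhibition above the campaign mean plus 3 SD, with each screening campaign given its own cutoff, cut at about 60% in these data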;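 also: 0% = DMSO treated cells and 100% = gossypol at 36 µM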
NCOA3 inh – inhibitors of human steroid receptor coactivator 3 (SRC3); inhibition, % at 3.6 µM; AID 588352; HEK293 GAL4-SRC3 luciferase reporter, luminescence; 360,000 tested, 0.17% active;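 active = inhibition above a per-campaign cutoff, the mean of all compounds plus 3 SD, cut at about 60% in these data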;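 also: 0% = DMSO-treated cells and 100% = gossypol-treated cells at 36 µM; higher means less SRC3-driven luciferase light from the GAL4 reporter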
TLR9-MyD88 block – blocks human TLR9 binding to MyD88; Q9NR96+Q99836; CHO BLA complementation TLR9-MyD88, CCF4 FRET ratio; inhibition, % at 4.98 µM; 340,000 tested, 0.21% active;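 active = inhibition above the mean over all tested compounds plus 3 SD, cut at about 21% in these data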;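 also: 0% = DMSO only wells and 100% = clavulanate BLA inhibitor control wells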
TWEAK Fn14 block – TWEAK-Fn14 signaling inhibition; TWEAK-stimulated Fn14 reporter cells, luciferase luminescence, 8 h; inhibition, % at 10 µM; 360,000 tested, 2% active; AID 1159606; in the data active = inhibition above about 50%
NR5A2 inv ag – NR5A2 inverse agonism in reporter assay | O00482 | HEK293T StAR-luciferase reporter, LRH-1 transfected, 24 h | inhibition, % at 3.6 µM | 360,000 tested, 0.13% active | AID 602396;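 active = inhibition above the mean inhibition of all tested compounds plus 3 SD, cut at about 73% in these data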;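 also: 0% = DMSO wells and 100% = reporter-only cells lacking LRH-1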
Granule exo inh – lytic granule exocytosis inhibition | TALL-104 LAMP-1 surface exposure, flow cytometry; cells stimulated with thapsigargin and PMA | inhibition, % at 10 µM | 360,000 tested, 0.66% active | AID 651702;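 active = inhibition above about 55%, limit read from the data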
TROY signal inh – blocks TROY-dependent signaling in reporter cells; Q293 LMP1-TROYcd NF-kB luciferase reporter, 4 h; inhibition, % at 10 µM; 360,000 tested, 0.98% active;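 active = compounds whose plate-normalised and pattern-corrected inhibition of the luciferase reporter signal at the single screening dose is 50% or more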
NOD2 RIPK2 PPI – blocks binding of human NOD2 to RIPK2 | 360,000 tested, 0.38% active | O43353 | inhibition, % at 4.98 µM | CHO BLA complementation NOD2-RIPK2, CCF4 ratio; in the data active = inhibition above about 21%;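 also: 0% = vehicle only and 100% = reference blocker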
Target sequence (O43353 whole entry, looked up): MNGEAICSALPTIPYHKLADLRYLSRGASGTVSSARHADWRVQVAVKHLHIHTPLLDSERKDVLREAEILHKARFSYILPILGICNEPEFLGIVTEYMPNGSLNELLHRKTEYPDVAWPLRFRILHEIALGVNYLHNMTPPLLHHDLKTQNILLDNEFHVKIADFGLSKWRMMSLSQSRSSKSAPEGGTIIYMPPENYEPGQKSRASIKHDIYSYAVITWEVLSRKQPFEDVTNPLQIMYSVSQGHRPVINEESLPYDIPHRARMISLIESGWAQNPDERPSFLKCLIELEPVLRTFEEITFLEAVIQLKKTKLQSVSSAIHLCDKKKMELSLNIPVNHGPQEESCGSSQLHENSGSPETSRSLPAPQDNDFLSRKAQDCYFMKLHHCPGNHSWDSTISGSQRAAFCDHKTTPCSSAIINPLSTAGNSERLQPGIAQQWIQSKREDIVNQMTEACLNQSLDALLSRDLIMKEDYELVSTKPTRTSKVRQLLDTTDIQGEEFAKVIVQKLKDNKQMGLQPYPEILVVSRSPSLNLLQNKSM
COUP-TFII inh – NR2F2 (human) inhibition, primary screen; P24468; HEK293T NGFI-A luciferase reporter, luminescence; inhibition, % at 8.6 µM; 370,000 tested, 0.7% active;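 active = inhibition above a per-plate cutoff, mean inhibition of test wells between control levels plus 3 SD, cut at about 38% in these data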;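 also: cells cotransfected with COUP-TFII expression vector driving the NGFI-A reporter; 0% = median of COUP-TF2 test wells and 100% = reporter-only cells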
Target sequence (P24468 whole entry, looked up): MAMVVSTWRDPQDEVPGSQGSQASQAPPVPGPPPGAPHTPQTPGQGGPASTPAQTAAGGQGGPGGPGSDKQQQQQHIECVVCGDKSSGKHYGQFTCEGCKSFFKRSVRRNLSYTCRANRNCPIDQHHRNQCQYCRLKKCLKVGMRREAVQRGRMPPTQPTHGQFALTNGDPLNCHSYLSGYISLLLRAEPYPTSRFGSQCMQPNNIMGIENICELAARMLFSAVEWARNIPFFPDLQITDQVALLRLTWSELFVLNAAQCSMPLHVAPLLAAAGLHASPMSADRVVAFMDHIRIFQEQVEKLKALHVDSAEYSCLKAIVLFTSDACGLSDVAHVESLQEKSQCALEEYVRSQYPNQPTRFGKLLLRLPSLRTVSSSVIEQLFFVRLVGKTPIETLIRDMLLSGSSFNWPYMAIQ
NCOA2 inhibitor – inhibits human steroid receptor coactivator 2; 370,000 tested, 0.17% active; AID 651957; HEK293 GAL4-SRC2 luciferase reporter, luminescence; inhibition, % at 9 µM; Q15596;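 active = inhibition above the mean inhibition of all tested compounds plus 3 SD, set per campaign, cut at about 52% in these data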;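 also: 0% = DMSO treated cells and 100% = cells given Gossypol at 36 µM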
ABHD5-PLIN5 inh – blocks binding of human ABHD5 to perilipin-5. 360,000 tested, 0.78% active. Split G. princeps luciferase complementation, luminescence, 4 h. inhibition, % at 4 µM. Q00G26+Q8WTS1;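 active = inhibition above the mean inhibition across every tested compound plus 3 SD, cut at about 22% in these data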;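 also: 0% = DMSO only wells and the 100% control is not disclosed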
Numbers without * were called inactive; . = no result given. The list is partial. The share of hits here may be higher or lower than overall.

Below each compound: NCOA1 inh	NCOA3 inh	TLR9-MyD88 block	TWEAK Fn14 block	NR5A2 inv ag	Granule exo inh	TROY signal inh	NOD2 RIPK2 PPI	COUP-TFII inh	NCOA2 inhibitor	ABHD5-PLIN5 inh
> COc1ccc(-c2[nH]c(-c3ccc(SC)cc3)nc2SCC(=O)Nc2nccs2)cc1
    -31	5	-9	36	-16	5	19	-7	3	-23	-18
> Cc1n[nH]c(C)c1S(=O)(=O)N1CCN(c2ccccn2)CC1
    6	8	-7	-22	-4	-2	-14	-2	-13	0	2
> CC(C)(C)CC(C)(C)NC(=O)c1ccc2snnc2c1
    19	22	2	9	-7	-4	-14	-6	27	1	-4
> COc1ccc(N(C)S(=O)(=O)c2ccc(C)cc2)c([N+](=O)[O-])c1
    0	-14	3	-23	-5	5	2	2	12	-10	7
> CC1CCC(=NO)C(=NO)C1 (stereo unspecified)
    -22	2	6	-11	3	-1	6	-5	4	-18	-12
> COc1ccc(/C=c2/sc3nc(-c4ccccc4)c(-c4ccccc4)n3c2=O)cc1
    -9	-3	-3	-3	4	6	-11	1	-10	4	-3
> CCN(CC)CCNC(=O)CCc1nnc2ccc(N3CCC(C)CC3)nn12
    -19	15	7	10	-21	-8	25	1	-7	-24	2
> Cc1cc(Cn2nc(-c3ccccc3)cc2C(=O)NCC2CC2)on1
    8	-11	-2	-16	21	1	-10	9	-10	13	5
> Cc1cc(F)ccc1NC(=O)c1cc(S(=O)(=O)N2CCc3ccccc32)cn1C
    15	10	6	14	-7	-4	20	-1	10	-17	-12
> Cc1ccc(NC(=O)CSc2nnc(-c3cc(C)[nH]n3)n2N)cc1
    7	12	-2	-6	18	0	22	-11	13	5	-6
> COCCOC(=O)c1c(C)n(C)c2ccc(OC(=O)C3CC3)cc12
    3	1	9	-18	-2	-2	-19	5	-20	-19	0
> O=C(OCC(=O)N1CCCCC1)c1c[nH]c(=O)[nH]c1=O
    6	19	5	-1	0	2	-3	0	13	-11	-1
> CCOC(=O)C1=CCC(c2ccc(F)cc2)N(S(=O)(=O)c2ccc(C)cc2)C1 (stereo unspecified)
    14	6	.	8	-6	5	17	-1	12	-10	5
> O=C(O/N=C(/c1ccccc1)c1ccncc1)c1ccc(F)cc1
    0	-6	.	1	-5	-6	8	3	3	14	0
> CCC1CN2CCc3cc(OC)c(OC)cc3C2CC1CC1c2cc(OC)c(OC)cc2CCN1C(=O)C(Cc1c[nH]c2ccccc12)NC(=O)OC(C)(C)C (stereo unspecified)
    -19	1	-7	20	-10	0	10	-10	1	11	1
> C/C=C(/C)C(=O)O[C@@H]1[C@H](OC(C)=O)c2c(ccc3ccc(=O)oc23)OC1(C)C
    2	3	-1	-4	-2	61*	-25	-3	-15	0	6
> COc1ccccc1CNC(=S)NCc1ccc(F)cc1
    -41	-3	3	3	-1	-1	-6	-2	-13	-17	-4
> CCCn1c(C)cc(C(=O)CN2C(=O)c3ccccc3C2=O)c1C
    -109	-76	5	36	-129	-2	-6	-4	-34	-83	-2
> O=C(NCCOc1ccccc1Cl)C(=O)c1c[nH]c2ccccc12
    -5	2	1	-24	13	-1	-29	7	-15	-56	7
> CCc1cccc(NC(=O)Cn2c(-c3ccccc3)cc(C(C)=O)c2C)c1
    1	-13	-2	11	-13	-5	-4	5	4	-14	-4
> Cc1cccc(NC(=O)N2CCCC(CNC(=O)c3ccccc3Cl)C2)c1C (stereo unspecified)
    12	-2	-4	14	5	0	-3	3	3	-7	-1
> Cn1c(=O)c2c(nc(NC(Cc3ccccc3)C(=O)O)n2Cc2ccccc2)n(C)c1=O (stereo unspecified)
    -3	-10	-10	8	7	-1	-7	1	-6	12	4
> Cc1ccc(C(=O)Nc2ncc(Cc3ccc(F)cc3)s2)o1
    -38	20	-5	25	19	5	-9	12	-50	-82	-7
> COc1ccc(CCNc2nnc(C)c(=O)[nH]2)cc1OC
    3	19	-2	5	1	8	-2	-2	6	-7	7
> Cc1nc(SCC(=O)Nc2ccc3c(c2)OCO3)c(C#N)c2c1CCCC2
    -4	1	-11	1	-26	-3	1	-10	7	-18	-2
> C=CCn1c(C(O)c2ccccc2)nc2ccccc21 (stereo unspecified)
    -45	11	-16	-19	-2	1	1	-6	2	8	-3
> CN1C2CCC1CC(NC(=O)c1ccc([N+](=O)[O-])cc1)C2 (stereo unspecified)
    -44	-16	-9	-6	-10	6	2	12	-4	-21	-7
> CC(NC(=O)C1CCN(S(=O)(=O)c2cccc3cccnc23)CC1)c1ccccc1 (stereo unspecified)
    2	4	-1	-1	-10	-3	20	2	14	3	1
> O=C(CC(c1ccccc1)c1ccccc1O)NCCN1CCOCC1 (stereo unspecified)
    -1	6	-8	-11	-13	0	0	-3	6	-18	5
> Cc1ccc(-n2c(SCC(=O)OC(C)C)nnc2-c2ccco2)cc1
    1	5	3	11	-2	-5	-6	2	10	-3	5
> O=S(=O)(Nc1cccc(-c2cn3c(n2)SCC3)c1)c1ccccc1
    -30	-7	-3	-13	-25	-1	-7	0	1	-13	-1
> C[N+](=O)C1C(=O)Nc2ccccc21 (stereo unspecified)
    .	.	.	16	-11	-10	-7	4	-1	-14	7
> CCOC(=O)C(/C(C)=N/NC(=O)c1ccccc1[N+](=O)[O-])C(C)C (stereo unspecified)
    -30	-19	-5	-15	0	-6	-5	-4	-1	6	1
> CN(c1ccccc1C(=O)Nc1ccc(S(=O)(=O)N2CCOCC2)cc1)S(=O)(=O)c1ccccc1
    -2	-7	3	-6	19	-22	-10	0	4	-10	2
> Cc1ccc(CNS(=O)(=O)c2ccc3c(c2)C(C)(C)C(=O)N3C)cc1
    -25	8	-11	-11	-16	-3	2	-10	12	16	2
> O=C(NNC(=S)NC(=O)c1ccccc1[N+](=O)[O-])c1ccccc1O
    0	8	.	-14	10	-2	-17	-12	-1	15	4
> Cc1cc(C)c2c(N)c(C(=O)NNC(=O)c3ccccc3)sc2n1
    -76	-28	3	7	-63	-7	-62	-1	-37	-46	2
> O=C(Nc1ccc2c(c1)CCCN2C(=O)c1cccs1)c1c(F)cccc1F
    -26	-14	1	-88	-11	23	-13	1	-2	-20	9
> Cc1cc([N+](=O)[O-])ccc1NC(=O)CSc1nccc(=O)[nH]1
    -21	3	3	7	10	-1	-9	-10	9	-23	-2
> COc1cccc(-n2nnnc2SCC(=O)Nc2ccc(OC)cc2OC)c1
    -5	-16	-4	7	14	13	20	-6	2	-57	2
> Cc1ccc(C(=O)N/N=C\c2cccn2C)cn1
    6	16	-7	-25	-8	-2	0	-6	2	2	2
> CC1CCc2[nH]c3ccc(C(=O)N(C)CC(=O)Nc4ccccc4Cl)cc3c2C1 (stereo unspecified)
    -2	-4	-2	-18	8	-6	-35	15	5	-19	-11
> CCN1CCN(c2c(Cl)cccc2NC(=O)c2cccs2)CC1
    8	12	-5	-19	-1	16	11	-5	-16	-12	2
> COCCCNC(=S)NC(=O)c1ccc(C)cc1
    -91	-62	2	-8	-134	12	-53	3	-45	-48	-5
> Cn1c(=O)n(CC(N)=O)c(=O)c2c1nc1n2CCCN1Cc1ccccc1
    2	6	3	-1	10	2	-1	10	-6	-1	5
> CC(NC(=O)COC(=O)c1ccc(Cl)cc1O)c1ccc(F)cc1 (stereo unspecified)
    -10	11	12	-8	4	-1	5	11	-19	-17	-6
> Cc1cccc(-n2cc(CN3CCCN(C=O)CC3)c(-c3cccc(F)c3)n2)c1
    -43	0	-14	-20	0	-4	-3	-10	4	-9	7
> CC(C)NC(=O)C1(C)CSCC(=O)N1Cc1cccc(F)c1 (stereo unspecified)
    .	.	.	.	29	-3	.	-13	7	14	4
> CCc1ccc(OCC(=O)Nc2nnc(-c3ccco3)s2)cc1
    -3	-20	-5	-4	2	-2	-28	0	9	-20	6
> Cc1cccc(N2C(=O)CCC2=O)n1
    -4	2	3	20	-2	0	4	0	3	1	0
> CC1(Cc2cccc(F)c2)C(=O)Nc2ccc(-c3cccnc3)cc21 (stereo unspecified)
    61	55	.	79*	17	2	41	-1	48*	52	7
> Nc1c(C(=O)NCc2ccc3c(c2)OCO3)nnn1Cc1ccc(Br)cc1
    -5	6	3	-7	1	-3	-10	-1	4	-18	1
> COc1ccc(NC(=O)c2ccc(C#N)cc2)cc1NS(=O)(=O)c1ccc(F)cc1
    0	1	5	-13	7	2	5	-6	-8	6	1
> COc1cc([N+](=O)[O-])ccc1NC(=O)Nc1cccnc1
    -6	21	-2	-14	41	-4	12	1	13	4	-7
> CC(NC(=O)c1ccccc1Br)C1CC2CCC1C2 (stereo unspecified)
    0	-18	.	-3	-17	-2	-4	-3	12	11	3
> COc1ccc(C(=O)Oc2cc(C)c(CN3CCOCC3)cc2C)cc1OC
    3	6	-2	-28	-6	2	-3	-4	5	-30	8
> COc1cc(C=Nc2c(C)cc(C)cc2C)ccc1OC(C)=O
    2	3	10	-3	13	-4	2	7	50*	-6	-1
> COc1ccc(NS(=O)(=O)c2cccc(NC(=O)CCC(=O)c3ccc(Cl)cc3)c2)cc1
    -1	17	6	75*	8	15	34	-12	21	-13	-4
> COc1ccc(N2C(=O)CN(Cc3cc(OC)c(OC)c(OC)c3)C2=S)cc1
    -11	15	-12	7	-1	2	2	-12	9	-4	1
> O=CNc1cc(-c2ccc(C(=O)NC3CC3)cc2)cn2c(-c3ccc(F)cc3)cnc12
    4	1	.	6	9	12	14	-4	-10	-23	9

Some of the entries so far, with each value named:
> COc1cc([N+](=O)[O-])ccc1NC(=O)Nc1cccnc1
  NCOA1 inh: -6
  NCOA3 inh: 21
  TLR9-MyD88 block: -2
  TWEAK Fn14 block: -14
  NR5A2 inv ag: 41
  Granule exo inh: -4
  TROY signal inh: 12
  NOD2 RIPK2 PPI: 1
  COUP-TFII inh: 13
  NCOA2 inhibitor: 4
  ABHD5-PLIN5 inh: -7

> CCC1CN2CCc3cc(OC)c(OC)cc3C2CC1CC1c2cc(OC)c(OC)cc2CCN1C(=O)C(Cc1c[nH]c2ccccc12)NC(=O)OC(C)(C)C (stereo unspecified)
  NCOA1 inh: -19
  NCOA3 inh: 1
  TLR9-MyD88 block: -7
  TWEAK Fn14 block: 20
  NR5A2 inv ag: -10
  Granule exo inh: 0
  TROY signal inh: 10
  NOD2 RIPK2 PPI: -10
  COUP-TFII inh: 1
  NCOA2 inhibitor: 11
  ABHD5-PLIN5 inh: 1

(next part)
Below each compound: NCOA1 inh	NCOA3 inh	TLR9-MyD88 block	TWEAK Fn14 block	NR5A2 inv ag	Granule exo inh	TROY signal inh	NOD2 RIPK2 PPI	COUP-TFII inh	NCOA2 inhibitor	ABHD5-PLIN5 inh
> CC(=O)C1=C(O)C(=O)N(c2ccc(O)cc2)C1c1ccccc1Cl (stereo unspecified)
    9	11	0	-4	0	-4	16	-7	-5	15	0
> O=C(O)CC1=C(c2ccc(F)cc2)CCC1=O
    -15	3	3	-10	2	-4	2	0	-1	18	-3
> COc1ccccc1N(CC1CO1)S(=O)(=O)c1ccc(C)cc1 (stereo unspecified)
    -9	21	7	5	-15	-8	-9	-21	-12	11	-5
> CCN(CC)CCOC(=O)c1ccc(NC(=O)CCCN2C(=O)/C(=C/c3cccs3)SC2=S)cc1
    -4	13	-2	-11	-5	5	-12	12	-2	-21	19
> O=c1[nH]c2ccccc2n1C1CCN(CCOc2ccccc2)CC1
    -15	-7	-9	8	-5	-4	-3	-12	4	-11	-2
> O=C(CCc1nc2ccccc2c(=O)[nH]1)NC1CCN(Cc2ccccc2)CC1
    7	5	-7	20	-10	0	1	-11	0	-3	-1
